Assay outcomes (PubChem BioAssay)
SENP1 FRET inh – human SENP1 catalytic domain inhibitors, primary screen, biochemical, FRET, uHTS | recombinant SENP1 catalytic domain, CyPet-SUMO1-YPet FRET cleavage | AID 624204, 2012 | actives 0.21% (n = 360,000) | Sentrin-specific protease 1 (Homo sapiens), Q9P0U3 | inhibition, % at 10 µM;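 active = inhibition at least 30% at 10 µM, raw YFP signal under a set limit, fluorescence ratio 0.5 to 1.5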;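 also: 0% = enzyme with DMSO and 100% = no enzyme wells; some results filed as inactive read as strong as hits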
Target sequence (Q9P0U3 419-644 limits assumed): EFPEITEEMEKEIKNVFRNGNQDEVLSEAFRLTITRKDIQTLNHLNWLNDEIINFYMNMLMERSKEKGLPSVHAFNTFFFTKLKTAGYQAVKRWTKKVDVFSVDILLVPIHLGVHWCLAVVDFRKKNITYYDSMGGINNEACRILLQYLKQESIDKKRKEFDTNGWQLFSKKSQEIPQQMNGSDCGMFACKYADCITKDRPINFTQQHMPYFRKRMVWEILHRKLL
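System: Recombinant human SENP1 catalytic domain, His6-tagged | Incubation: Enzyme reaction for 50 min at room temperature, dark | Medium: Tris pH 8 with BME, BSA, NP40 and catalase | Also added: 25 nM SUMO1 FRET substrate | Compound: 10 µM single point, 0.5% DMSO | Measured by: FRET fluorescence in CFP and YFP emission channels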
SENP8 block – human SENP8 protease inhibitors, primary screen, biochemical, fluorescence, Nedd8 protein substrate, uHTS; actives 0.64% (n = 360,000); recombinant SENP8; inhibition, % at 20 µM; in the data active = inhibition mostly above about 40%, no sharp cut-off; inactive = mostly below about 27%
Target sequence (Q96LD8 whole entry, looked up): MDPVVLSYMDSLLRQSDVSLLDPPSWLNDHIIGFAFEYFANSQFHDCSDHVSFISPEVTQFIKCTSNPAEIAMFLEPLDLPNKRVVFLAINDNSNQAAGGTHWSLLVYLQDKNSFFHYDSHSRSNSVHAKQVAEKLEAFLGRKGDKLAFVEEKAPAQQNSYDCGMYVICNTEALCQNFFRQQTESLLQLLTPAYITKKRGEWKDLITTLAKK
PfGluPho inh – PfG6PD enzyme inhibitors, primary screen, biochemical, fluorescence intensity, uHTS. glucose-6-phosphate dehydrogenase-6-phosphogluconolactonase (Plasmodium falciparum 3D7). PfGluPho enzyme, NADPH resazurin-diaphorase fluorescence. inhibition, % at 20 µM. actives 0.78% (n = 350,000). AID 504690, 2011;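 active = inhibition reaching at least a set limit at 20 µM in the primary screen, cut at about 59% in these data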;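 also: 0% = DMSO wells with substrate and 100% = DMSO wells lacking glucose-6-phosphate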
Active calls of the source: *. The list is partial (hit frequency here may not be typical).

Preview (4 entries):
SMILES	SENP1 FRET inh	SENP8 block	PfGluPho inh
O=C(OCc1cn([C@H]2C[C@H](c3ccccc3)N(Cc3cccs3)C[C@@H]2O)nn1)c1ccccc1	0.3	-17.5	7.1
O=C(CCCN1C(=O)/C(=C\c2cccs2)SC1=S)Nc1ccccc1O	-1.8	29.0	2.0
COc1ccccc1N1CC(C(=O)OC(C)C(=O)Nc2ccc(F)cc2)CC1=O (stereo unspecified)	0.5	16.4	-1.7
O=C(CN1C(=O)C2CC=CCC2C1=O)Nc1ccc(F)c(Cl)c1 (stereo unspecified)	-0.1	6.8	9.2

All compounds of this part (from the top)
SMILES	SENP1 FRET inh	SENP8 block	PfGluPho inh
O=C(OCc1cn([C@H]2C[C@H](c3ccccc3)N(Cc3cccs3)C[C@@H]2O)nn1)c1ccccc1	0.3	-17.5	7.1
O=C(CCCN1C(=O)/C(=C\c2cccs2)SC1=S)Nc1ccccc1O	-1.8	29.0	2.0
COc1ccccc1N1CC(C(=O)OC(C)C(=O)Nc2ccc(F)cc2)CC1=O (stereo unspecified)	0.5	16.4	-1.7
O=C(CN1C(=O)C2CC=CCC2C1=O)Nc1ccc(F)c(Cl)c1 (stereo unspecified)	-0.1	6.8	9.2
Cc1ccc2c(=O)n3c(nc2c1)C(Cc1ccccc1)NC(=O)c1cc2ccccc2cc1-3 (stereo unspecified)	-4.6	-41.7	11.4
CC(C)(C)c1ccc(C(=O)NCc2nnc(SCC(=O)N3CCCC3)o2)cc1	0.8	15.7	-1.1
CN(CCCn1ccc(NC(=O)OCc2ccccc2)nc1=O)Cc1ccco1	0.4	19.6	6.5
CC1=C(C(=O)N(C)C)CC(CC(=O)NCc2cccs2)C(=O)N1CCCN1CCCC1=O (stereo unspecified)	2.0	6.0	11.6
c1ccc(Cc2c(-c3ccccc3)nc3c4ccccc4ccn23)cc1	-11.5	-87.1	17.1
C[C@H](CO)N1C[C@H](C)[C@@H](CN(C)C(=O)Nc2ccc(C(C)(C)C)cc2)OCc2cnnn2CCCC1=O	0.3	0.3	6.7
COc1cccc(CN2CC(C(=O)NCCc3nccs3)CCC2=O)c1 (stereo unspecified)	-3.3	4.3	-0.8
O=C(c1ccco1)N1CCC2CC1c1c(Cl)cccc12 (stereo unspecified)	-0.7	10.0	7.7
O=C(COC(=O)Cc1c(Cl)cccc1Cl)NCc1ccccc1	2.4	10.4	10.7
CN1OC[C@@H]2CN[C@H](c3ccc(-c4cc5ccccc5o4)cc3)C[C@@H]21	1.6	-24.3	0.5
C[C@@H]1CN([C@@H](C)CO)C(=O)c2cc(NC(=O)c3ccccc3)ccc2O[C@@H](C)CCCCO[C@@H]1CN(C)S(=O)(=O)c1ccc(F)cc1	2.3	8.3	2.8
CCN1C(=O)[C@H]2[C@@H](c3ccc(C(F)(F)F)cc3)N[C@]3(CCCN(Cc4ccc(C(F)(F)F)cc4)C3=O)[C@H]2C1=O	0.6	-12.9	22.7
COc1ccc(CC(O)CO)cc1OCc1ccccc1 (stereo unspecified)	-1.6	26.4	-3.0
CCCN(C(=O)COC(=O)CCC(=O)c1ccccc1)c1c(N)n(Cc2ccccc2)c(=O)[nH]c1=O	-3.0	1.8	0.2
CN(C(=O)COC(=O)c1cccc(S(=O)(=O)N2CCCCCC2)c1)c1ccccc1	1.2	16.0	4.7
COc1ccccc1NC(=O)N(C)C[C@H]1OCc2cnnn2CCCC(=O)N([C@H](C)CO)C[C@@H]1C	0.5	1.5	-9.4
C[C@@H]1CN([C@@H](C)CO)C(=O)CCCn2cc(nn2)CO[C@H]1CN(C)C(=O)c1cc(-c2ccccc2)on1	0.8	3.9	-5.5
c1ccc(NN(Cc2cnccn2)c2ccccc2)cc1	-1.2	14.7	9.0
C[C@@H]1CN([C@@H](C)CO)C(=O)CCCn2nncc2CO[C@H]1CN(C)C(=O)Nc1ccc(C(F)(F)F)cc1	-0.5	3.3	-3.8
COc1ccc(NC(=O)CN(C)C(=O)c2ccc3c(c2)CC(c2ccccc2)OC3=O)cc1 (stereo unspecified)	-1.0	6.5	-4.3
COc1ccc(-c2csc(N(CCCN(C)C)C(=O)c3ccc(OC)c(OC)c3)n2)cc1	3.2	18.4	-7.3

Following part:
SMILES	SENP1 FRET inh	SENP8 block	PfGluPho inh
O=C(NC1CC1)c1ccccc1NC(=O)c1ccccc1OC(F)F	-2.0	0.5	-8.0
O=C(Nc1ccc2c3c(cccc13)CC2)c1ccccc1	-0.4	2.8	10.1
Cc1cccc(-c2nc(CCNC(=O)c3ccco3)cs2)c1	0.4	8.5	20.3
CCOC(=O)C1=C(COC(=O)C2CC(=O)N(c3ccccc3CC)C2)NC(=O)NC1C (stereo unspecified)	1.5	15.6	-1.6
O=C1COc2ccc(C(=O)COC(=O)CCCOc3ccccc3)cc2N1	0.3	6.1	-19.2
C[C@H]1CN([C@@H](C)CO)C(=O)CCCn2nncc2CO[C@@H]1CN(C)Cc1ccc(Oc2ccccc2)cc1	-0.7	1.3	6.2
O=C1CNC(=O)c2cc(Cl)ccc2N1	-1.4	14.1	-5.0
C[C@H]1CN([C@@H](C)CO)C(=O)CCCn2nncc2CO[C@H]1CN(C)C(=O)c1ccc2ccn(C)c2c1	2.8	-28.3	-2.2
Cc1cccc(S(=O)(=O)N(C)C[C@@H]2OCc3cn(nn3)CCCC(=O)N([C@@H](C)CO)C[C@H]2C)c1	1.1	1.8	5.7
Cc1ccc(NC(=O)CN2C(=O)NC3(CCCCC3C)C2=O)cc1S(=O)(=O)N1CCOCC1 (stereo unspecified)	-1.4	7.6	2.6
COc1ccccc1C(=O)N1CCN(C(=O)c2oc3c(C)c(C)ccc3c2C)CC1	3.0	11.7	-10.3
Cc1c(C(=O)N2CCN(Cc3nccn3C)CC2)oc2c(F)cccc12	0.8	20.1	-1.7
O=C(OCc1cn([C@H]2CN(C(=O)c3cccs3)[C@@H](c3ccc(Cl)cc3)C[C@@H]2O)nn1)c1ccccc1	0.8	19.4	4.8
COCCNc1nc2c(c(=O)n(C)c(=O)n2C)n1CCCc1ccccc1	2.9	21.9	15.1
COc1cc2c(cc1OC)C1CCc3cc4c(cc3C1N=C2)OCO4 (stereo unspecified)	-1.8	-116.3	13.2
CC1CCCC(C)N1C(=O)CN1C(=O)NC2(CCCCCC2)C1=O (stereo unspecified)	0.7	11.0	13.8
COCCCN1C(=O)C(CC(=O)NCCCCc2ccccc2)CC(C(=O)N2CCOCC2)=C1C (stereo unspecified)	-0.3	12.7	-20.2
CN[C@H](C)C(=O)NC[C@H]1O[C@@H](n2ccc(N)nc2=O)[C@H](O)[C@@H]1O	2.3	15.9	0.9
CNC(=O)C[C@H]1C(=O)N(c2ccc(Br)cc2)C[C@@H]1CSC	-0.4	-0.1	-6.3
O=C1NC(Cc2ccc(O)cc2)c2nc3cc(F)ccc3c(=O)n2-c2cc3ccccc3cc21 (stereo unspecified)	-2.0	7.8	-3.9
O=C(NCCc1ccccc1)c1ccccc1C(F)(F)F	-0.3	4.0	-4.1
Cc1cccc(OCC(=O)Nc2ccc(C(=O)Nc3ccccc3C(=O)O)cc2)c1	1.8	-7.8	-18.1
Cc1ccc(OCC(=O)Nc2ccc(C(=O)Nc3ccccc3C(=O)O)cc2)cc1C	0.7	5.2	-35.1
CN(C)c1ccc(C=O)c(Oc2ccccc2)c1	2.7	-4.9	2.0
CCCCN1C[C@H](c2ccccc2)[C@@H](CC(=O)NC)C1=O	-0.7	8.9	-0.4

The closing two records of the section before open the next one:
SMILES	SENP1 FRET inh	SENP8 block	PfGluPho inh
CN(C)c1ccc(C=O)c(Oc2ccccc2)c1	2.7	-4.9	2.0
CCCCN1C[C@H](c2ccccc2)[C@@H](CC(=O)NC)C1=O	-0.7	8.9	-0.4
CCOC(=O)c1c(NC(=O)COC(=O)c2ccc(Cl)nc2)sc(C)c1C	-1.1	-9.3	7.9
CC(C)CN(C(=O)COC(=O)C12CC3CC(CC(O)(C3)C1)C2)c1c(N)n(Cc2ccccc2)c(=O)[nH]c1=O	1.6	4.4	-7.7
O=C(Nc1ccc2nc(N3CCOCC3)sc2c1)c1cc2ccccc2o1	-19.1	-111.0	7.2
O=S1(=O)CCN(C2CCCCCC2)CC1	0.9	14.7	-5.3
CCCCN1C(=O)C(CC(=O)NCc2cccs2)CC(C(=O)N(C)C)=C1C (stereo unspecified)	-2.0	-5.1	-5.2
COCCn1c(=S)[nH]c2cc(C(=O)N3CCN(C4CCCCC4)CC3)ccc2c1=O	-0.1	17.9	7.0
O=C(COC(=O)c1ccc(S(=O)(=O)N2CCCC2)cc1)Nc1ccccc1Cl	2.4	14.2	-10.8
O=C1CCC(=O)N1CCC(=O)N(C(=O)NC1CCCCC1)C1CCCCC1	-6.5	12.9	7.4
Cc1ncoc1C(=O)NC1CCCc2c1cnn2-c1cc(F)cc(F)c1 (stereo unspecified)	2.0	16.5	-5.9
CCC/C=C/c1ccc(CN2C(C)C(=O)N(Cc3cn(CCOCOC)nn3)CCS2(=O)=O)cc1 (stereo unspecified)	0.1	9.1	13.4
CC1(C)CC(=O)C=C(c2ccc(-c3cccc4c3sc3ccccc34)cc2)C1=O	-0.8	-0.6	14.4
CSc1nsc(SC)c1-c1ccc(Cl)cc1	1.8	24.4	-8.8
CCc1ccc([C@@H]2C[C@H]3[C@@H](CN2S(=O)(=O)c2ccc(C)cc2)C(=O)C[C@@H](c2ccccc2)N3S(=O)(=O)c2ccc(C)cc2)cc1	0.2	6.3	13.6
O=C(C[C@H]1C(=O)N(Cc2cccnc2)C[C@@H]1Cc1ccccc1)Nc1ccc(Br)cc1	0.1	1.7	-11.6
CCOC(=O)CC1c2nc3ccccc3cc2CN1C(=O)OCC (stereo unspecified)	1.0	18.6	-20.9
CC1C(=O)N(Cc2cn(Cc3ccco3)nn2)CCS(=O)(=O)N1Cc1ccc(-c2ccc(F)nc2)cc1 (stereo unspecified)	-2.3	7.2	12.8
Cc1cc(NC(=O)COC(=O)c2ccc(Cl)cc2)no1	0.5	22.8	-0.7
Cc1nc(N)ncc1CCC1OCCO1	2.9	6.8	4.4
OCC1OC(c2ccc(OCc3ccccc3)cc2OCc2ccccc2)C(O)C1O (stereo unspecified)	0.0	3.0	15.2
COc1ccc(OC)c(-c2nn(-c3ccccc3)cc2C(=O)NC2(C)CCS(=O)(=O)C2)c1 (stereo unspecified)	0.9	2.8	7.0
O=C(O)C1=C2C(=O)Nc3cccc(c32)C2(C1)C(=O)Nc1ccccc12 (stereo unspecified)	23.9	-23.6	19.0
Cc1nc(C)c(-c2csc(Nc3ccc(Cl)cn3)n2)s1	0.1	-119.9	-0.1

A section of the results above, for reference:
SMILES	SENP1 FRET inh	SENP8 block	PfGluPho inh
CCOC(=O)c1c(NC(=O)COC(=O)c2ccc(Cl)nc2)sc(C)c1C	-1.1	-9.3	7.9
CC(C)CN(C(=O)COC(=O)C12CC3CC(CC(O)(C3)C1)C2)c1c(N)n(Cc2ccccc2)c(=O)[nH]c1=O	1.6	4.4	-7.7
O=C(Nc1ccc2nc(N3CCOCC3)sc2c1)c1cc2ccccc2o1	-19.1	-111.0	7.2

Part of the list above, bar-delimited.
SMILES | SENP1 FRET inh | SENP8 block | PfGluPho inh
Cc1ncoc1C(=O)NC1CCCc2c1cnn2-c1cc(F)cc(F)c1 (stereo unspecified) | 2.0 | 16.5 | -5.9
CCC/C=C/c1ccc(CN2C(C)C(=O)N(Cc3cn(CCOCOC)nn3)CCS2(=O)=O)cc1 (stereo unspecified) | 0.1 | 9.1 | 13.4
CC1(C)CC(=O)C=C(c2ccc(-c3cccc4c3sc3ccccc34)cc2)C1=O | -0.8 | -0.6 | 14.4
CSc1nsc(SC)c1-c1ccc(Cl)cc1 | 1.8 | 24.4 | -8.8
CCc1ccc([C@@H]2C[C@H]3[C@@H](CN2S(=O)(=O)c2ccc(C)cc2)C(=O)C[C@@H](c2ccccc2)N3S(=O)(=O)c2ccc(C)cc2)cc1 | 0.2 | 6.3 | 13.6
O=C(C[C@H]1C(=O)N(Cc2cccnc2)C[C@@H]1Cc1ccccc1)Nc1ccc(Br)cc1 | 0.1 | 1.7 | -11.6
